# BLM inh = qHTS Assay for Inhibitors of Bloom's syndrome helicase (BLM) | 350,000 compounds, 0.2% hits | AID 2528, 2010 | Potency, µM (doses to about 56.1 µM), without a hit: top-dose activity change, negative = inhibition, most hits filed as inhibitors | recombinant BLM DNA unwinding, fluorescence dequenching;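 note: plate controls were vehicle for no effect and no enzyme for full effect; nearly all actives have a fitted effect of over 35% in size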
# BAZ2B inh = qHTS Assay for Inhibitors of BAZ2B; Bromodomain adjacent to zinc finger domain protein 2B (Homo sapiens), Q9UIF8; AlphaScreen BAZ2B-H3K14Ac peptide displacement; Potency, µM (doses to about 114 µM), without a hit: at the highest dose activity change, negative = inhibition, usual class: inhibitors; 360,000 compounds, 4.4% hits; note: % is set by controls: 0 for no effect and ±100 for the full control effect; nearly all actives have a fitted effect of over 60% in size
#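 AlphaScreen displacement of biotin-H3(5-23)K14Ac peptide (50 nM final) from BAZ2B (50 nM final) in PBS pH 7.4, 0.01% Tween-20; complex preformed 30 min RT, then compounds (top 110 uM) 30 min RT, beads 20 min dark.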
# POLH inh = qHTS for Inhibitors of Polymerase Eta; recombinant Pol eta, fluorescent DNA replication assay; AID 588591, 2011; Potency, µM (highest dose often 114 µM), for inactives: at the highest dose activity change, negative = inhibition, usual class: inhibitors; 390,000 compounds, 1.2% hits; note: % is set by controls: 0 for no effect and ±100 for the full control effect
#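 Pol eta at 10 nM preincubated with compounds 15 min at room temperature; reaction started with fluorescent substrate (50 nM final) and read kinetically at 0 and 10 min.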
# Pol kappa inh = qHTS for Inhibitors of Polymerase Kappa | DNA polymerase kappa (Homo sapiens), Q9UBT6 | purified Pol kappa, fluorescent DNA synthesis assay, 10 min | 400,000 compounds, 0.53% hits | Potency, µM (titrated, usually from 107 µM), for inactives: at the highest dose activity, negative = inhibition, actives largely listed as inhibitors; note: % is set by controls: 0 for no effect and ±100 for the full control effect
#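 Here, compound and 10 nM enzyme are combined for 15 min at room temperature; adding 50 nM substrate (final) starts DNA synthesis, tracked by fluorescence at 0 and 10 min against buffer-only wells.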
# POLI inh = qHTS for Inhibitors of Polymerase Iota. 390,000 compounds, 1% hits. Pol iota fluorescent replication assay, 10 min. DNA polymerase iota (Homo sapiens), Q9UNA4. Potency, µM (top dose mostly 115 µM), for the others: at the highest dose activity, negative = inhibition, usual class: inhibitors. AID 588590, 2011
# Target sequence (Q9UNA4 whole entry, looked up): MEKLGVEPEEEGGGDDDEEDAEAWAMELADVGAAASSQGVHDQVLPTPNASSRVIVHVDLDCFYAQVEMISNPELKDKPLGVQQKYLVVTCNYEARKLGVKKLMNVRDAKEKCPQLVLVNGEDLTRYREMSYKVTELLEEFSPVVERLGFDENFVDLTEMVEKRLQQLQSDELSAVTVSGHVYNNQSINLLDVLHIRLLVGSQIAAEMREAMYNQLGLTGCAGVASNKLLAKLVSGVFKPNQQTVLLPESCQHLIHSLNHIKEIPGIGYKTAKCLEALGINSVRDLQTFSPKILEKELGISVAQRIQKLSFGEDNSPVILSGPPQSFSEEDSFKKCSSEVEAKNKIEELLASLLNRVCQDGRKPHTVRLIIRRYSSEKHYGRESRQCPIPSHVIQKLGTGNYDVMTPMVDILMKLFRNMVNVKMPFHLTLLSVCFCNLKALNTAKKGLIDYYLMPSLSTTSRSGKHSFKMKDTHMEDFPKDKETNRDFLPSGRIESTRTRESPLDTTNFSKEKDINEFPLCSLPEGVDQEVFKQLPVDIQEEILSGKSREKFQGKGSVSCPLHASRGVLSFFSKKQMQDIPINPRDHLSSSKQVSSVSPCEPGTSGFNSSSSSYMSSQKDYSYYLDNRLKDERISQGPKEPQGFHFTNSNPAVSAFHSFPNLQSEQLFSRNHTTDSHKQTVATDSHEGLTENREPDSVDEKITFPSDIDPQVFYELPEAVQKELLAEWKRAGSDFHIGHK
#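 Fluorescent replication assay read twice, at 0 min and 10 min after adding 50 nM (final) substrate. Enzyme (10 nM) and compounds were first incubated 15 min at room temperature; enzyme-free buffer wells were negative controls.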
# Anesthetic bind = qHTS Assay for Identification of Novel General Anesthetics; AID 485281, 2010; apoferritin/1-aminoanthracene competitive binding, fluorescence; 350,000 compounds, 0.074% hits; Potency, µM (series often up to 77.5 µM), for inactives: at the top dose activity change, negative = displacement, actives largely listed as inhibitors; Ferritin light chain (Equus caballus), P02791; note: % is set by controls: 0 for no effect and ±100 for the full control effect; nearly all actives have a fitted effect of over 20% in size
# Target sequence (P02791 2-175 limits assumed): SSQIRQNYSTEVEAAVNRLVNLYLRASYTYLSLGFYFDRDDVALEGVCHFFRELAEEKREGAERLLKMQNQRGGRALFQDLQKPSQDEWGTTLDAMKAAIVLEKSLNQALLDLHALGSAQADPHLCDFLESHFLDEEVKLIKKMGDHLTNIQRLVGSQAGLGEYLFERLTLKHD
#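 Horse-spleen apoferritin (10 uM) was mixed with 50% saturated 1-aminoanthracene in PBS, exposed to compounds for 10 min at room temperature, and read for fluorescence (ex 380 nm, em 535 nm). Competitive displacement was fitted with a four-parameter Hill equation.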
# G9a inh = qHTS Assay for Inhibitors of Histone Lysine Methyltransferase G9a. Potency, µM (doses to about 102 µM), inactives show at the highest dose activity, negative = inhibition, most hits filed as inhibitors. Histone-lysine N-methyltransferase EHMT2 (Homo sapiens), Q96KQ7. 350,000 compounds, 8.8% hits. G9a H3K9 monomethylation, AlphaScreen, 2 h; note: % is set by controls: 0 for no effect and ±100 for the full control effect; nearly all actives have a fitted effect of over 75% in size
#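 Quantitative HTS format: methyltransferase activity on a biotin-tagged H3K9 peptide is measured by AlphaScreen, using a rabbit anti-monomethyl-H3K9 antibody with streptavidin donor and anti-IgG acceptor beads. Final levels are 20 nM enzyme, 500 nM peptide, 20 uM SAM; 2 h RT.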
# APEX1 inh = qHTS Assay for Inhibitors of the Human Apurinic/apyrimidinic Endonuclease 1 (APE1); AID 2517, 2012; 350,000 compounds, 0.35% hits; DNA repair nuclease/redox regulator APEX1 (Homo sapiens), P27695; recombinant APE1, TAMRA/BHQ-2 abasic DNA cleavage fluorescence; Potency, µM (doses to about 65.8 µM), without a hit: top-dose activity change, negative = inhibition, hits mostly inhibitors;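 note: plate controls were vehicle for no effect and reference inhibitor for full effect; nearly all actives have a fitted effect of over 55% in size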
#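 Incision of a quenched TAMRA/BHQ-2 THF abasic-site duplex (50 nM) by 0.75 nM APE1, after 15 min compound preincubation, measured as fluorescence increase over three 60 s reads. Values normalized to buffer, DMSO and NSC13755 control wells.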
# Pol beta inh = qHTS Assay for Inhibitors of DNA Polymerase Beta | P06746 | Pol beta primer extension/strand displacement, fluorescence kinetic | Potency, µM (highest dose often 114 µM), for the others: top-dose activity change, negative = inhibition, hits mostly inhibitors | 340,000 compounds, 1.3% hits | AID 485314, 2010; note: % is set by controls: 0 for no effect and ±100 for the full control effect
#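 Pol beta (10 nM) was preincubated with compound for 15 min at room temperature. The reaction was then started with 50 nM substrate and read immediately and after a further 10 min at room temperature.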
# * marks the source's active call; other numbers are inactive results; u = inconclusive; x = not tested or not shown; [ ] = remark or other dose. Calls come from the whole dose curve; as a rule, active = well fitted curve in the direction sought with a large enough effect; inconclusive = small, poorly fitted or top-dose-only effect, or another doubt; inactive = no such curve, though single readings can be large; an effect the other way counts as inactive or inconclusive. Potency is the fitted concentration of half-maximal effect. These rows are one share of the data (hit frequency here may not be typical).
# Start of the data: the first ten records, to show the layout:
Compound,POLI inh,BAZ2B inh,Pol kappa inh,Pol beta inh,POLH inh,G9a inh,Anesthetic bind,APEX1 inh,BLM inh
CC[C@]12c3[nH]c4cc(-c5ccco5)ccc4c3CCN1C(=O)[C@@H](CC(=O)NCC13CC4CC(CC(C4)C1)C3)C[C@@H]2C(=O)N1CCN(C(=O)c2ccco2)CC1,28µM*,x,-26%,x,-13%,x,x,2%,x
CSc1nnc(-c2sccc2OCc2ccccc2)n1C,6%,3%,-8%,26%,6%,11%,-13%,0%,-1%
Cc1cc(C)c(S(=O)(=O)c2ccccc2C)c(OCC(C)(C)C)n1,-4%,15%,-21%,2%,-14%,151%[activator][59 µM],-13%,-1%,-9%
CN(C)c1ccc(-c2nc3n(n2)C(c2cccnc2)C2=C(CC(C)(C)CC2=O)N3)cc1 (centres undefined),-12%,u,-4%,15%,-22%,u,u,-5%,-4%
CC(C)Oc1ccc(CNC(=O)c2ccccc2NC(=O)c2nsc3ccccc23)cc1,-23%,10%,-8%[60.1 µM],78%,-4%,19%[59 µM],-4%,x,-4%
O=C(NCC1CCCO1)c1cc(S(=O)(=O)N2CCCCC2)ccc1Cl (centres undefined),-15%,56µM*,-8%,x,-4%,8%[12.7 µM],x,47%[activator],x
CCn1c(CNC(=O)c2cc(OC)c(OC)c(OC)c2)cc2ccccc21,27%,-37%,-10%,15%,-7%,16%,-14%,25%,-14%
CC(=O)c1ccc(NC(=O)CN2CCCC2)cc1,-25%,0%,-18%,16%,-10%,5%,5%,0%,4%
O=C(NC(=O)N1CCN(c2ccccc2)CC1)c1ccc(Cl)cc1,30%[activator],5%,-7%,0%,-19%,13%[59 µM],-11%,25%,5%
Cc1c(C)c2c(C)[nH]nc2oc1=O,16%,-6%,-6%,11%,-14%,37%[12.7 µM],-9%,-3%,0%

# This part in full, from the first entry:
Compound,POLI inh,BAZ2B inh,Pol kappa inh,Pol beta inh,POLH inh,G9a inh,Anesthetic bind,APEX1 inh,BLM inh
CC[C@]12c3[nH]c4cc(-c5ccco5)ccc4c3CCN1C(=O)[C@@H](CC(=O)NCC13CC4CC(CC(C4)C1)C3)C[C@@H]2C(=O)N1CCN(C(=O)c2ccco2)CC1,28µM*,x,-26%,x,-13%,x,x,2%,x
CSc1nnc(-c2sccc2OCc2ccccc2)n1C,6%,3%,-8%,26%,6%,11%,-13%,0%,-1%
Cc1cc(C)c(S(=O)(=O)c2ccccc2C)c(OCC(C)(C)C)n1,-4%,15%,-21%,2%,-14%,151%[activator][59 µM],-13%,-1%,-9%
CN(C)c1ccc(-c2nc3n(n2)C(c2cccnc2)C2=C(CC(C)(C)CC2=O)N3)cc1 (centres undefined),-12%,u,-4%,15%,-22%,u,u,-5%,-4%
CC(C)Oc1ccc(CNC(=O)c2ccccc2NC(=O)c2nsc3ccccc23)cc1,-23%,10%,-8%[60.1 µM],78%,-4%,19%[59 µM],-4%,x,-4%
O=C(NCC1CCCO1)c1cc(S(=O)(=O)N2CCCCC2)ccc1Cl (centres undefined),-15%,56µM*,-8%,x,-4%,8%[12.7 µM],x,47%[activator],x
CCn1c(CNC(=O)c2cc(OC)c(OC)c(OC)c2)cc2ccccc21,27%,-37%,-10%,15%,-7%,16%,-14%,25%,-14%
CC(=O)c1ccc(NC(=O)CN2CCCC2)cc1,-25%,0%,-18%,16%,-10%,5%,5%,0%,4%
O=C(NC(=O)N1CCN(c2ccccc2)CC1)c1ccc(Cl)cc1,30%[activator],5%,-7%,0%,-19%,13%[59 µM],-11%,25%,5%
Cc1c(C)c2c(C)[nH]nc2oc1=O,16%,-6%,-6%,11%,-14%,37%[12.7 µM],-9%,-3%,0%
C/C=C\C=C\C(=O)N1CC2(CC(c3cccc(NC(=O)/C(C)=C\C)c3)=NO2)C[C@H]1C(N)=O (some centres undefined),u,-10%,-26%,9%,u,u,-4%,-2%,-15%
Cc1nonc1C(=O)N/N=C/c1ccccc1,31%[activator],4%,-6%,21%,8%,3%,-4%,1%,-2%
CC1CCCCN1C(=O)Cn1cc(/C=C2/C(=O)Nc3ccccc32)c2ccccc21 (centres undefined),x,u,x,-1%,x,u,u,-6%,-1%
O=C(CC1Oc2ccccc2NC1=O)NC1CCCC1 (centres undefined),11%,-3%,1%,12%,-19%,-7%,1%,0%,-2%
C=CCNC(=S)N/N=C/c1ccc(OCc2ccccc2)cc1,36%[activator],-38%,0%,8%,-24%,13%,u,1%,-1%
O=C(CSc1ccccn1)N1CCN(c2ccc(Cl)cc2)CC1,-11%,6%,4%,4%,-12%,u,-13%,3%,-1%
CSc1nc(-c2ccccc2)nn1C(=O)c1ccccc1,32%[activator],3%,-10%,34%,-10%,102%[activator],-6%,1%,1%
Cc1onc(-c2c(F)cccc2Cl)c1C(=O)OCC(=O)NCc1ccco1,u,u,u,u,u,-43%[12.7 µM],-6%,-9%,-5%
Cc1cccc(-c2nc3ccccc3c(=O)n2NC(=O)c2ccc([N+](=O)[O-])c(C)c2)c1,49%[activator],12%,-8%,-4%,7%,1%,-4%,15%,7%
Nc1nnnn1/N=C/c1ccc(F)cc1,13%,-5%,-6%,-5%,-11%,32%,34%[activator],-3%,-3%

# The list goes on; the last two above are carried over.
Compound,POLI inh,BAZ2B inh,Pol kappa inh,Pol beta inh,POLH inh,G9a inh,Anesthetic bind,APEX1 inh,BLM inh
Cc1cccc(-c2nc3ccccc3c(=O)n2NC(=O)c2ccc([N+](=O)[O-])c(C)c2)c1,49%[activator],12%,-8%,-4%,7%,1%,-4%,15%,7%
Nc1nnnn1/N=C/c1ccc(F)cc1,13%,-5%,-6%,-5%,-11%,32%,34%[activator],-3%,-3%
COC(=O)c1ccc(NC(=O)CNC(=O)c2sc3ccccc3c2Cl)cc1,-1%,8%,-10%,x,-3%,1%[2.33 µM],x,-18%,x
COC(=O)c1c(NC(=O)CC2NCCNC2=O)sc2c1CCCC2 (centres undefined),22%,-19%,-36%,-8%,-19%,10%[12.7 µM],-7%,-4%,-3%
Cc1ccc(S(=O)(=O)N(C)c2c(C)ccc(S(=O)(=O)N3CCN(C)CC3)c2C)cc1,u,-38%,1%,3%,-17%,-12%[59 µM],-8%,0%,5%
C=CC[C@H](CC(=O)N(CCO)Cc1ccccc1)C(=O)N[C@H](C)COC(=O)[C@@H](CC=C)CC(=O)OC(C)(C)C,33%[activator],x,0%,x,-22%,x,x,8%,x
COc1ccc(Cl)cc1NCC(=O)Nc1ccc(OC)c(S(=O)(=O)N2CCCCC2)c1,-12%,-27%,-1%,x,-20%,7%[12.7 µM],x,-10%,x
CC(=O)N1CCN(C(=O)CCNS(=O)(=O)c2ccccc2)CC1,-10%,8%,3%,x,-12%,-8%[12.7 µM],x,3%,x
CC(NC(=O)C1CCCN1S(=O)(=O)c1cccc2nsnc12)c1ccccc1 (centres undefined),11%,2%,-2%,1%,3%,x,-11%,-12%,1%
O=C(O/N=C(\c1ccccc1)c1ccncc1)c1ccccc1Cl,1%,-6%,-10%,-3%,-18%,-17%,-13%,u,-8%
COc1cccc(C(=O)Nc2ccc(NC(=O)c3ccco3)nc2)c1,14%,-31%,6%,23%,-4%,u,-10%,16%,0%
CCN(CC)S(=O)(=O)c1ccc(OC(C)C)c(N)c1,7%,-2%,-2%,u,-12%,5%,u,21%,-5%
Cc1n[nH]c(C)c1S(=O)(=O)N1CCCC(C(=O)NCc2cccs2)C1 (centres undefined),2%,10%,-12%,0%,5%,-4%,-2%,3%,-4%
Cc1noc(C)c1CSCC(=O)Nc1nc2ccc(Oc3ccccc3)cc2s1,4%,2%,-6%,-1%,-10%,19%,2%,-5%,-16%
Cc1nn(Cc2ccc(Cl)cc2Cl)c(Cl)c1/C=C/C(=O)OCC(=O)NCC(F)(F)F,8%,7%,2%,1%,-15%,-4%[12.7 µM],-15%,1%,-7%
Cc1c(NC(=O)Cn2cc([N+](=O)[O-])cn2)c(=O)n(-c2ccccc2)n1C,193%[activator],0%,2%,6%,-19%,6%,-5%,1%,1%
Cc1cc(C)cc(NC(=O)CN(c2ccc(F)cc2)S(C)(=O)=O)c1,64%[activator],22%,-10%,-2%,-10%,61%[activator][12.7 µM],-18%,2%,4%
C[C@]12CC[C@@H]3c4ccc(O)cc4CC[C@H]3[C@@H]1CC[C@H]2O,x,x,-16%[60.1 µM],x,x,u,3%,-3%,0%
O=C(COC(=O)CCc1ccc(S(=O)(=O)N2CCOCC2)cc1)NC1CCCC1,10%,-4%,-6%,-1%,-11%,-20%,-12%,3%,-3%
CCN(CCCNC(=O)C1CCN(S(=O)(=O)CC)CC1)c1ccccc1,5%,1%,-6%,23%,-14%,u,1%,-4%,1%
Cc1ccc2c(c1)C(c1ccccc1)N(C(=O)CC(C)C)CC(=O)N2 (centres undefined),4%,-15%,-6%,0%,-13%,-2%[0.501 µM],-12%,-11%,-5%
COC(=O)c1ccc(OC)c(Cn2c(=O)n(Cc3ccccc3)c(=O)c3c2c2cc(OC)ccc2n3C)c1,15%,3%,-9%,15%,-18%,3%[59 µM],2%,x,-4%

# High-throughput results: PubChem BioAssay, National Center for Advancing Translational Sciences (NCATS)
